# LmPK inh = inhibitors of Leishmania mexicana pyruvate kinase | Q27686 | purified LmPK, Kinase-Glo ATP luminescence, 1 h | 290,000 tested, 0.37% active | Potency, µM (series often up to 57.5 µM), for the others: top-dose activity change, negative = inhibition, most hits filed as inhibitors | AID 1721; note: potency is the fitted concentration of half-maximal effect; % is set by controls: 0 for no effect and ±100 for the full control effect
# Target sequence (Q27686 whole entry, looked up): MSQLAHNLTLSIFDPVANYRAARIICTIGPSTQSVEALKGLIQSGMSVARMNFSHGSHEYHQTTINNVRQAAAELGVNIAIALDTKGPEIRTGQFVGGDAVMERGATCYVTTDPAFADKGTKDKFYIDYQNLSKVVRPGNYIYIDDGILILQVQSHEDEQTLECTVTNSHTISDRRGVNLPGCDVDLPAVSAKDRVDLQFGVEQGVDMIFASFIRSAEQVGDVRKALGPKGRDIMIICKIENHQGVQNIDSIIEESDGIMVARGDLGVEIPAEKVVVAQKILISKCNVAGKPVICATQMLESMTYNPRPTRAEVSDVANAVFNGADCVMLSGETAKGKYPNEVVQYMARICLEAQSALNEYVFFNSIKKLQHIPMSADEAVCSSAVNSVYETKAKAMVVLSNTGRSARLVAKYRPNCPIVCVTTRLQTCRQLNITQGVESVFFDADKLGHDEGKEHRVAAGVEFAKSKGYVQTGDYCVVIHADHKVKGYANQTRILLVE
#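 Purified LmPK (0.1 nM) with 0.5 mM PEP and 0.1 mM ADP in imidazole buffer pH 7.2 with MgCl2/KCl, 1 h at room temperature. ATP formed was read by luciferase luminescence and normalized to no-enzyme and uninhibited controls.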
# CHX counter = counter-screen for Shiga toxin inhibitors: cycloheximide protein synthesis inhibition; cell reporter, cycloheximide protein synthesis inhibition counterscreen; max response, %; 300,000 tested, 12% active; in the data active = max response mostly above about 13%, no sharp cut-off; inactive = mostly below about 14%; note: read at 38.3 µM for the half of the compounds with a filed dose; 0% is about no effect
# Shiga toxin inh = inhibitors of Shiga toxin in Vero cells | Vero cells, Shiga toxin protein synthesis inhibition reporter | inhibition, % at 38.7 µM | 290,000 tested, 9.2% active; in the data active = inhibition mostly above about 28%, no sharp cut-off; inactive = mostly below about 43%; note: 0% is about no effect
# Pf growth 96h = P. falciparum growth inhibition at 96 hour, primary screen for plastid delayed-death inhibitors; 320,000 tested, 6.9% active; P. falciparum luciferase reporter growth, 96 h; Potency, µM (top dose mostly 28.7 µM), without a hit: at the highest dose activity change, negative = inhibition, most hits filed as inhibitors; note: potency is the fitted concentration of half-maximal effect; % is set by controls: 0 for no effect and ±100 for the full control effect
#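 Luminescence readout: decreased luciferase signal marks inhibited growth of reporter-expressing P. falciparum in infected red cells (2% hematocrit, 0.05% parasitemia final), exposed to compound two generations (96 h, 37 C, 5% CO2).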
# HCV inh = HCV inhibition. Huh7.5.1 HCVcc-Cre infection, luciferase reporter, 44 h. Potency, µM (series often up to 41.8 µM), without a hit: at the highest dose activity change, negative = inhibition, usual class: inhibitors. 340,000 tested, 3.4% active. AID 651820; note: potency is the fitted concentration of half-maximal effect; % is set by controls: 0 for no effect and ±100 for the full control effect
#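 Reporter virus HCVcc-Cre (~0.5 moi) infects cells exposed to compound; seeding density 1,000 cells/well with 4 h settling beforehand. Luminescence, 15 sec read, taken 44 h post-infection following a 15 min RT substrate incubation.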
# Tb PYK inh = T. brucei pyruvate kinase inhibition. TbPYK enzyme, Kinase-Glo Plus ATP luminescence, 45 min. Q57TT1. Potency, µM (highest dose often 76.8 µM), for inactives: at the top dose activity, negative = inhibition, actives largely listed as inhibitors. 410,000 tested, 0.12% active; note: potency is the fitted concentration of half-maximal effect; % is set by controls: 0 for no effect and ±100 for the full control effect; nearly all actives have a fitted effect of over 50% in size
#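 T. brucei PYK with substrate was exposed to pin-transferred compounds across a concentration series, then started with 130 uM ADP (final). After 45 min at room temperature, Kinase-Glo Plus luminescence was read, normalized and curve-fitted.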
# Pf growth 48h = inhibits P. falciparum growth in the first generation, 48 h; P. falciparum luciferase growth in erythrocytes, 48 h; Potency, µM (series often up to 28.7 µM), for inactives: top-dose activity change, negative = inhibition, most hits filed as inhibitors; 310,000 tested, 5.9% active; note: potency is the fitted concentration of half-maximal effect; % is set by controls: 0 for no effect and ±100 for the full control effect
#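 Luciferase-expressing parasites in RBCs, 2% Hct / 0.1% parasitemia final; RPMI 1640 + 0.5% Albumax; 37 C, 5% CO2, one generation; luminescence read-out, lower signal = inhibition.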
# Active calls of the source: *; ? = inconclusive; · = not tested or not shown; [ ] = remark or other dose. Unless noted, calls come from the whole dose curve; as a rule, active = well fitted curve in the direction sought with a large enough effect; inconclusive = small, poorly fitted or top-dose-only effect, or another doubt; inactive = no such curve, though single readings can be large; an effect the other way counts as inactive or inconclusive.
SMILES,LmPK inh,CHX counter,Shiga toxin inh,Pf growth 96h,HCV inh,Tb PYK inh,Pf growth 48h
O=C(CCCN1CCC(n2c(=O)[nH]c3ccccc32)CC1)c1ccc(F)cc1,·,·,·,10µM*,?,-2%,0.81µM*
N=C1SCC(=O)N1c1ccccc1Cl,-6%,-1,-9,11%,13%,4%,-8%
Cc1cc(NC(=O)c2cccc([N+](=O)[O-])c2)no1,9%,-2,29,16%,?,-2%,13%
CCOc1ncccc1C(=O)NCc1cccc(OC)c1,1%,-3,-3,-16%,-3%,-10%,-9%
CCOC(=O)c1c(-c2cccc(N)c2)cn2ccccc12,-3%,18,-4,17%,-5%,2%,10%
Cc1ccc(NC(=O)c2snc3ccc(Cl)cc23)cc1C,-3%,38*,32*,0%,?,-1%,202%[activator]
Cc1cc(C(=O)COc2ccc(F)cc2Br)c(C)n1C1CC1,·,·,·,10µM*,?,2%,?
CCOC(=O)c1nnc(-c2ccccc2)nc1Sc1ccccc1Cl,3%,-6,-26,?,?,7%,·
CCN(CC)CCn1c2c(c(SCC(=O)Nc3cc(OC)cc(OC)c3)nc1=O)CCC2,·,·,·,?,?,-5%,49%[activator]
COc1cc(CC(=O)O)c([N+](=O)[O-])cc1OC,-2%,-3,19,26%,-5%,7%,2%
CC(=O)N(Cc1ccccc1)c1ccc(C(=O)O)cc1,5%,-7,-7,13%,10%,-4%,9%
O=C(NCCN1CCN(c2ccccc2)CC1)C1CCN(S(=O)(=O)c2cccc3nonc23)CC1,1%,1,8,36%[activator],-5%,0%,?
COc1ccc(CCNc2ccc(N3C(=O)CC(C)C3=O)cc2[N+](=O)[O-])cc1OC (stereo unspecified),8%,3,14,?,?,1%,?
COC(=O)N1C(=O)[C@](c2ccc(OC)cc2)(C(C)C)N1C(=O)OC,-4%,10*,14,2%,1%,1%,11%
Cc1ccc(S(=O)(=O)N(Cc2ccccc2)Cc2ccco2)cc1,1%,3,-7,-3%,-12%,3%,?
CCOc1ccc2ccccc2c1C(=O)N1CCN(c2ccccc2)CC1,3%,-4,-4,0%,?,-3%,?
CCCC(C)NC(=O)CSc1nnc(-c2c[nH]c3ccccc23)o1 (stereo unspecified),3%,-3,-8,9%,-6%,3%,0%
CCOC(=O)c1sc(NC(=O)C(C)Sc2nnc(N)s2)nc1C (stereo unspecified),7%,12,15,24%,?,-2%,16%
CN(CC(=O)Nc1ccc(F)cc1)C(=O)C1CCN(C(=O)Nc2ccccc2)CC1,·,·,·,?,7%,-8%,?
COC(=O)c1cc(=O)n(Cc2ccc(F)cc2)c(=Nc2ccccc2)s1,8%,-7,-5,?,?,0%,?
COc1ccc(C(=O)/C=C/c2ccc(N3CCCCC3)c([N+](=O)[O-])c2)c(OC)c1,3%,4,-6,?,-24%,2%,?
Cc1cc(N2CCCC2=O)c(N)cc1N,-9%,1,13,·,16%,2%,21%
CC1CCC(=NNC(=O)Cc2cccn2C)CC1 (stereo unspecified),2%,-1,3,1%,-28%,-4%,7%
CCc1cc(C(=O)OC)c(NC(=O)CN2CCN(C(=O)c3ccco3)CC2)s1,-6%,-1,-7,?,·,8%,1.7µM*
Cc1cc(C)c(NC(=O)COC(=O)/C=C/c2cccs2)c(C)c1,-4%,2,-8,12%,5%,-6%,2%
SMILES,LmPK inh,CHX counter,Shiga toxin inh,Pf growth 96h,HCV inh,Tb PYK inh,Pf growth 48h
Cc1ccc(-c2nc(C(=O)NCC3CCCO3)cc3c2[nH]c2ccccc23)cc1 (stereo unspecified),-8%,-3,10,?,?,-4%,7.4µM*
Cc1ccc(/C(N)=N/OC(=O)Cc2cccc3ccccc23)cc1,5%,-4,2,-21%,-2%,-1%,-7%
N#CC1(NC(=O)COC(=O)c2ccccc2[N+](=O)[O-])CCCCC1,·,·,·,-15%,-1%,-15%,32%[activator]
O=C(CN1CCN(C(=O)c2cccs2)CC1)Nc1ccc(Br)cc1,5%,3,-6,0%,4%,-2%,-1%
COCCCNC(=O)C1CCN(c2nc(C)cc(C)n2)CC1,1%,-5,1,5.2µM*,21%,2%,3%
NC(=O)c1cc([N+](=O)[O-])ccc1NCc1cccnc1,-1%,8,25,11%,11%,1%,5%
CCCN(CC(=O)Nc1ccc(Cl)cc1Cl)C(=O)/C=C/c1cccc([N+](=O)[O-])c1,4%,-6,-15,?,?,2%,7%
O=C(Nc1ccc(Cl)cc1C(F)(F)F)C(Sc1nnc(-c2cccs2)o1)c1ccccc1 (stereo unspecified),5%,29*,89*,?,?,-20%,6%
Cc1cc(NCCCN2CCOCC2)n2c(nc3ccccc32)c1C#N,1%,-3,-6,?,-18%,0%,·
CCNC(=O)C1CC(=O)N(Cc2ccc3c(c2)OCO3)C(=Nc2ccc(OCC)cc2)S1 (stereo unspecified),1%,7,-16,0%,12%,3%,?
Cc1c(OCc2ccccc2)cccc1OCc1ccccc1,-6%,21*,18,16%,2%,4%,22%
COc1cc(NC(=O)CSc2nc3c(c(=O)n(C)c(=O)n3C)n2C)cc(OC)c1,-1%,-5,-2,53%[activator],16%,0%,22%
O=C(c1cccc(-c2nnc(-c3ccccc3)o2)c1)N1CCCCC1,-5%,51*,66*,-1%,-16%,-2%,-15%
CCOc1ccc(S(=O)(=O)Nc2cccc(C(=O)NCCCn3ccnc3)c2)cc1,·,·,·,?,5%,-7%,?
CSc1cccc(NC(=O)COC(=O)C2CCN(S(=O)(=O)c3ccccc3)CC2)c1,·,·,·,-2%,10%,-1%,4%
CN(C)CCNC(=O)Nc1ccc(F)cc1F,2%,-4,11,?,7%,2%,-4%
Cc1ccc(C)c(OCCC(=O)OCC(=O)NC2CCCC2)c1,·,·,·,-12%,4%,-6%,38%[activator]
COc1ccc(CC(=O)NNc2ncnc3c2cnn3-c2ccc(C)cc2)cc1,4%,-1,-4,1%,5%,-1%,16%
Cc1cc(/C=C2/NC(=O)NC2=O)c(C)n1-c1ccc(C#N)cc1,-4%,3,19,?,-1%,-22%,-8%
CC(=O)Nc1ccc(/C=C/c2nc3ccccc3[nH]c2=O)cc1,-5%,9,59,13%,-17%,0%,36%[activator]
CN(C)S(=O)(=O)c1ccc(C(=O)NCC2CC2(Cl)Cl)cc1 (stereo unspecified),2%,-3,-2,12%,2%,-6%,5%
CCc1ccccc1NC(=O)c1cnn(-c2ccccc2)c1C,-7%,16*,36*,?,2%,-3%,0%
COc1ccc(NC(=O)CSc2n[nH]c(-c3ccco3)n2)cc1,-8%,-1,-7,?,12%,1%,-8%
C=CCOc1ccc(CNCc2cccnc2)cc1,-5%,8.5*,15,?,?,3%,19%
COc1cccc(C(=O)NCC(=O)N/N=C(C)\C=C\c2ccccc2)c1,12%,6,-2,?,2%,-9%,-6%

# Look-ups from the entries so far:
# CCNC(=O)C1CC(=O)N(Cc2ccc3c(c2)OCO3)C(=Nc2ccc(OCC)cc2)S1 (stereo unspecified) – Shiga toxin inh: -16
# N#CC1(NC(=O)COC(=O)c2ccccc2[N+](=O)[O-])CCCCC1 – Pf growth 48h: 32%[activator]

# Other structures.
SMILES,LmPK inh,CHX counter,Shiga toxin inh,Pf growth 96h,HCV inh,Tb PYK inh,Pf growth 48h
CC1(C)Cc2cccc(OCC(=O)OCc3nnc(-c4ccc([N+](=O)[O-])cc4)o3)c2O1,·,·,·,-15%,5%,-1%,-19%
Cc1c(C(=O)Nc2cccc(-c3nnc4n3CCCCC4)c2)oc2ccccc12,5%,13,35,-87%,-7%,-2%,?
Cc1cc(C)c(C)c(C(=O)c2ccccc2C(=O)O)c1C,-1%,-4,-9,?,-7%,7%,8%
O=C(Nc1ccc2oc(=O)ccc2c1)c1ccc(-c2cccc([N+](=O)[O-])c2)o1,4%,11,62,?,8.9µM*,-2%,4.1µM*
CCOC(=O)C(=CNc1cccc(C)n1)C(=O)OCC,-1%,11,16,?,22%,-11%,-9%
CC12CCC(c3c(C(=O)N4CCOCC4)nn(-c4ccccc4)c31)C2(C)C (stereo unspecified),0%,19,18,1.3µM*,4%,2%,?
CCOC(=O)CNc1c(-c2ccc(O)cc2)nc2ccc(Cl)cn12,-6%,23*,56,?,?,-3%,2%
CC(C)NC(=O)c1ccccc1NC(=O)c1ccccc1N(C)S(C)(=O)=O,-7%,-5,-11,·,?,-16%,-2%
COc1ccc(/C=N/NC(=O)c2ccccc2NC(=O)c2ccco2)c(OC)c1,-2%,2,12,10%,3%,1%,22%
O=C1NC(CCc2ccccc2)C(=O)N1Cc1cccc2ccccc12 (stereo unspecified),-1%,5,9,?,0%,-1%,-16%
CC(CC(=O)N1CCN(c2ccccc2)CC1)S(=O)(=O)c1ccc2c(c1)NC(=O)CO2 (stereo unspecified),1%,2,-6,5.9µM*,?,2%,-5%
Cc1cc(=O)[nH]c(Nc2ccc(Cl)cc2)n1,1%,3,-2,-7%,2%,-8%,-1%
CC1=Nn2c(nnc2-c2ccccc2)SC1,-8%,2,-3,13%,-11%,-6%,22%
N#Cc1nc(-c2cccc3ccccc23)oc1NCC1CCCO1 (stereo unspecified),-1%,52*,65*,4%,?,-2%,46%[activator]
Cn1cc(CNCc2ccc(OC(F)(F)F)cc2)c(-c2ccc3c(c2)OCCO3)n1,-5%,-2,2,?,1µM*,2%,-13%
CC(C)(C)OC(=O)NC1CNNC1=O (stereo unspecified),·,·,·,35%[activator],2%,-5%,28%
Cc1ccc2[nH]cc(CCNC(=O)CN3C(=O)c4ccccc4C3=O)c2c1,2%,-2,9,18%,5%,-14%,9%
COc1cccc(-c2nc(CS(=O)(=O)CC(=O)NC3CCCCCC3)c(C)o2)c1,7%,1,1,8%,?,3%,-10%
Cc1cc(C)c2c(n1)sc1c(O)cc(=O)[nH]c12,-11%,-1,6,7.4µM*,4%,-5%,18%
COc1ccccc1C(=O)NCCC(=O)N1CCN(S(=O)(=O)c2ccccc2C(F)(F)F)CC1,·,·,·,?,30%,3%,?
O=C(NC(Cc1c[nH]c2ccccc12)C(=O)N/N=C/c1ccc(Cl)cc1)c1cccs1 (stereo unspecified),0%,0,-7,?,?,-1%,?
O=C(CSc1nncn1-c1cccnc1)Nc1ccccc1C(F)(F)F,0%,4,29,0%,4%,-8%,-9%
Cc1ccc(Nc2ccc(C(=O)O)cc2[N+](=O)[O-])cc1,0%,6,6,9.3µM*,21%,0%,·

# Of the compounds above, 6 contain a furan ring, fused or not.
SMILES,LmPK inh,CHX counter,Shiga toxin inh,Pf growth 96h,HCV inh,Tb PYK inh,Pf growth 48h
Cc1ccc(S(=O)(=O)N(Cc2ccccc2)Cc2ccco2)cc1,1%,3,-7,-3%,-12%,3%,?
CCc1cc(C(=O)OC)c(NC(=O)CN2CCN(C(=O)c3ccco3)CC2)s1,-6%,-1,-7,?,·,8%,1.7µM*
COc1ccc(NC(=O)CSc2n[nH]c(-c3ccco3)n2)cc1,-8%,-1,-7,?,12%,1%,-8%
Cc1c(C(=O)Nc2cccc(-c3nnc4n3CCCCC4)c2)oc2ccccc12,5%,13,35,-87%,-7%,-2%,?
O=C(Nc1ccc2oc(=O)ccc2c1)c1ccc(-c2cccc([N+](=O)[O-])c2)o1,4%,11,62,?,8.9µM*,-2%,4.1µM*
COc1ccc(/C=N/NC(=O)c2ccccc2NC(=O)c2ccco2)c(OC)c1,-2%,2,12,10%,3%,1%,22%

# Screening results: PubChem, National Center for Advancing Translational Sciences (NCATS)
